# STAT1 activator – activators of IFN-gamma induced STAT1 signaling. AID 932. activation (% of control), % at 5.5 µM. 2.6% of 200,000 active. NIH 3T3 STAT1-luciferase reporter, luminescence; 100% = IFN-gamma alone, no compound;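 active means activation above the screen-wide mean activation plus 3 SD, cut at about 130% in these data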;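 further: raw ratio to IFN-gamma control signal so 100% means no change and 0% no light; values of inactives mirror those of a sister screen read the other way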
# STAT3 act – activators of IL-6 induced STAT3 signaling. U3A cells, IL-6 STAT3-luciferase reporter, luminescence; 100% = signal with IL-6 EC80 alone. activation (% of control), % at 5.6 µM. 0.91% of 190,000 active;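 active means activation above the screen-wide mean of compound activation plus 3 SD, cut at about 130% in these data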;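 further: 0% = background luminescence of wells with medium and substrate only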
#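 Test system: STAT3-luciferase reporter U3A cells; Detection: reporter luminescence signal; Times: 1 h compound pre-exposure, 6 h IL-6 stimulation, 37 °C; Benchmarks: IL-6-only high control; Also added: IL-6 stimulus at 33 ng/mL final.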
# FLuc stim CS – firefly luciferase counter-screen for stimulation assays; P08659; ATPlite luciferase biochemical, luminescence, 10 min; 0 = ATP-free wells, 1 = DMSO control; activation factor at 10 µM; 200,000 tested, under 10 active; AID 1027;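 active means luciferase activation factor, scaled between plate controls, of at least 2 with compound at 10 µM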
# Target sequence (P08659 whole entry, looked up): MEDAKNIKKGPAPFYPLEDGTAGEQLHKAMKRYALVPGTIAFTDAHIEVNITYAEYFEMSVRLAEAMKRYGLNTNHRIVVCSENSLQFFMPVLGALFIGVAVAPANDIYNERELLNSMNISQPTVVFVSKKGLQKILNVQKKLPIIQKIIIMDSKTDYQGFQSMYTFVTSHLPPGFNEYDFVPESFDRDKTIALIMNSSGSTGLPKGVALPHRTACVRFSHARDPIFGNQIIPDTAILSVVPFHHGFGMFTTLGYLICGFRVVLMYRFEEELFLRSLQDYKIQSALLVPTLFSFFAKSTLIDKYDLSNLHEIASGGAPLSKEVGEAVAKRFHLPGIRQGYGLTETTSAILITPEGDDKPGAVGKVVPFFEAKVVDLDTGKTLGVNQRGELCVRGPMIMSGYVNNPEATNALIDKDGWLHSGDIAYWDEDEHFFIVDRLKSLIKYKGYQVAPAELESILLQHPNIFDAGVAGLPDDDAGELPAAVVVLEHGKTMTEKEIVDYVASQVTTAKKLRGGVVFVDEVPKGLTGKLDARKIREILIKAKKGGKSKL
#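 test system = cell-free luciferase reagent | medium = PBS as buffer for the ATP substrate | dosing = test compounds dosed from 2 mM stocks in 100% DMSO | incubation = 10 min at ambient temperature | detection = luminescence measurement of luciferase light output | benchmarks = low control with PBS replacing ATP, high control enzyme plus ATP without compound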
# APP transl inh – APP translation inhibition. SH-SY5Y APP 5'UTR-luciferase reporter, luminescence. inhibition, % at 2 µM. 0.82% of 190,000 active. AID 1285;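 active means inhibition above a set limit, derived from the sample mean plus 3 SD, cut at about 45% in these data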; further: values of inactives mirror those of a sister screen read the other way
# STAT3 inh – inhibitors of IL-6 induced STAT3 signaling. U3A cells, IL-6 STAT3-luciferase reporter, luminescence; host cell line lacks STAT1. inhibition, % at 5.5 µM. 0.89% of 190,000 active. AID 862;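 active means inhibition above the mean inhibition across all screened compounds plus 3 SD, cut at about 44% in these data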;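 further: 0% = DMSO only wells and 100% = 100 µM nifuroxazide control wells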
# ROMK mod – human ROMK K+ channel modulation, primary screen; P48048; AID 1918; 2% of 130,000 active; B-score at 10 µM; Tet-inducible ROMK, thallium flux fluorescence; actives lie on both sides;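 active means signal ratio slope over the read window, or its plate-corrected B-score, at least 3 SD from the plate mean, either direction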;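 further: B-score of the F/F0 ratio slope over 7 to 12 s after thallium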
# Target sequence (P48048 whole entry, looked up): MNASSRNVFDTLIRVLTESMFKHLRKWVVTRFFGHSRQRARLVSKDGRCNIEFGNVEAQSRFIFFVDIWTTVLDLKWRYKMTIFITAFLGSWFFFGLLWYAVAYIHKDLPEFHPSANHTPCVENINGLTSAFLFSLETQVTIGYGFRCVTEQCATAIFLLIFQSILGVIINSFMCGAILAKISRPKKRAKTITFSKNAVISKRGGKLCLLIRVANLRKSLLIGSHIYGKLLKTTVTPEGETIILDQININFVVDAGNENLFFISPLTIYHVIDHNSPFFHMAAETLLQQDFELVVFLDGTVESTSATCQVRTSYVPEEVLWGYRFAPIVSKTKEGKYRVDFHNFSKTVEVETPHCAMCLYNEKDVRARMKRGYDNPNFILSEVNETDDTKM
# NF-kB expr up – NF-kB expression increase, human neuronal cells; fold change at 12.5 µM; NF-kB reporter expression; hits give high values; 1.6% of 190,000 active; in the data active means fold change above about 3.3
# STAT1 inh – reduces IFN-gamma driven STAT1 reporter signal; NIH 3T3 STAT1-luciferase reporter, luminescence; inhibition, % at 5.5 µM; 0.35% of 200,000 active; AID 920;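 active means inhibition above a set limit, the mean inhibition across all tested compounds plus 3 SD, cut at about 34% in these data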;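 further: 0% = IFN-gamma with DMSO and 100% = IFN-gamma with 300 µM nifuroxazide; values of inactives mirror those of a sister screen read the other way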
# FLuc inh counter – inhibits firefly luciferase, flagging false hits in luciferase inhibition screens; ATPLite firefly luciferase biochemical luminescence, 10 min; inhibition, % at 10 µM; 1.5% of 200,000 active;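 active means inhibition above about 50% when tested at 10 µM, limit read from the data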
# APP 5'UTR act – activates APP 5'UTR luciferase reporter; AID 1276; activation, % at 2 µM; 1% of 190,000 active; SH-SY5Y APP 5'UTR luciferase reporter, luminescence; zero percent = DMSO vehicle wells;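 active means activation above a set limit, based on mean plus 3 SD of controls, cut at about 140% in these data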; further: values of inactives mirror those of a sister screen read the other way
# Numbers without * were called inactive; x = not tested or not shown.
cpd	SMILES	STAT1 activator	STAT3 act	FLuc stim CS	APP transl inh	STAT3 inh	ROMK mod	NF-kB expr up	STAT1 inh	FLuc inh counter	APP 5'UTR act
1	COC(=O)C(NNc1ccccc1)(NC(=O)c1cccc(F)c1)C(F)(F)F (configuration not stated)	95	100	1	-14	6	-0.4	1.2	5	-1	14
2	Cc1c(NC(=O)C2CCCN2S(=O)(=O)c2ccccc2)c(=O)n(-c2ccccc2)n1C (configuration not stated)	90	99	1.1	-7	3	1.4	1.2	11	-6	7
3	Cc1ccc(C)c(NC(=O)CS(=O)(=O)c2cn(C)c3ccccc23)c1	97	110	1	-1	-9	x	1.1	3	2	1
4	Cc1ccc2oc(=O)n(CC(=O)OC(C)C)c2c1	107	105	1.1	-12	-2	0.41	1.3	-4	-10	12
5	Cc1cc(C)n(CC(=O)N2N=C(C(F)F)CC2(O)C(F)F)n1 (configuration not stated)	95	100	1	-19	3	x	1.1	6	-5	19
6	Cc1ccc(C(=O)Nc2cc(C)c(OCC(=O)N3CCOCC3)c(C)c2)cc1	100	91	0.1	-48	12	-0.35	2.1	2	88*	48
7	Cc1csc(N(C(=O)c2cccc(S(=O)(=O)N3CCCC3)c2)c2ccccc2)n1	91	104	1	-6	-8	0.19	1	10	-1	6
8	CCc1ccccc1NC(=O)Cc1ccc(-n2cccc2)cc1	109	103	1	-1	-4	-0.084	1	-10	-4	1
9	CCOC(=O)c1ccc(NC(=O)CSC2=NC(=O)C(CC)C(=O)N2)cc1 (configuration not stated)	93	106	1	3	-3	x	1.1	8	-1	-3
10	Cc1c(NC(=O)C(=O)/C=C(\O)c2ccc(Cl)cc2)c(=O)n(-c2ccccc2)n1C	100	94	1.1	-12	10	0.0083	1.2	0	-7	12
11	Cc1ccc(-n2ncc(Cl)c2C(=O)NC2CC2)cc1	141*	111	0.8	-98	-8	-0.46	3	-47	20	98
12	CCOC(=O)N1CCN(C(=O)c2ccc(CN(c3ccccc3)S(C)(=O)=O)cc2)CC1	97	99	1	-9	8	-0.17	1.2	3	-5	9
13	COc1cccc(OCC(=O)NNC(=O)CCc2ccccc2)c1	98	105	1.1	-14	1	-0.85	1.1	2	-5	14
14	O=C(CSc1ccccn1)Nc1ccc2c(c1)oc1ccccc12	110	99	1	-13	-2	-0.41	1.6	-8	2	13
15	Cc1cccc(NCN2C(=O)C3C4C=CC(C4)C3C2=O)c1 (configuration not stated)	99	100	1.1	-4	4	-0.97	0.87	1	-8	4
16	O=S(=O)(NCc1ccc(Cl)cc1)NCc1ccccc1F	116	107	1	-1	-4	x	1.5	-18	-5	1
17	COc1ccc(OC(C)C(=O)Nc2cccnc2)cc1 (configuration not stated)	106	101	1	4	-4	0.55	1.1	-6	-4	-4
18	Cc1cc(C(=O)NCCC2=CCCCC2)no1	111	102	1	-14	1	0.71	1.8	-12	-3	14
19	COC(=O)CSc1nnc2n(-c3ccc(OC)cc3)c(=O)c3c4c(sc3n12)CCCCC4	95	91	1.1	6	14	-0.9	1.1	3	-7	-6
20	Cc1[nH]c2ccc(F)cc2c(=O)c1SC(F)(F)C(F)C(F)(F)F (configuration not stated)	96	99	1	1	1	0.11	0.92	5	-3	-1
21	COC(=O)c1[nH]c2ccc(C)cc2c1NC(=O)CN1CCCC(C)(C)C1	109	94	1	-17	10	x	0.96	-10	-3	17
22	Cc1ccc(C(=O)OCCc2c(C)[nH]n(-c3ccccc3)c2=O)cc1	91	86	0.9	-12	20	x	0.8	10	5	12
23	Cc1cc(-c2cc(C(=O)O)c3ccccc3n2)c(C)s1	103	96	0.9	10	6	-0.19	0.91	-5	9	-10
24	CS(=O)(=O)N1CCN(c2ccccc2NC(=O)c2ccc(Br)o2)CC1	93	78	1	-7	29	x	0.68	7	-4	7
25	COc1ccccc1NC(=O)CNC(=O)c1ccccc1C	96	101	1	7	-1	1.8	1	1	-4	-7

# Laid out differently: 2 of the compounds above
# Under each structure – STAT1 activator, STAT3 act, FLuc stim CS, APP transl inh, STAT3 inh, ROMK mod, NF-kB expr up, STAT1 inh, FLuc inh counter, APP 5'UTR act
(24) CS(=O)(=O)N1CCN(c2ccccc2NC(=O)c2ccc(Br)o2)CC1
 : 93, 78, 1, -7, 29, x, 0.68, 7, -4, 7
(25) COc1ccccc1NC(=O)CNC(=O)c1ccccc1C
 : 96, 101, 1, 7, -1, 1.8, 1, 1, -4, -7

# (list continues)
cpd	SMILES	STAT1 activator	STAT3 act	FLuc stim CS	APP transl inh	STAT3 inh	ROMK mod	NF-kB expr up	STAT1 inh	FLuc inh counter	APP 5'UTR act
26	COC(=O)c1ccccc1Sc1snnc1C	98	107	1.1	9	2	0.79	1.7	2	-8	-9
27	O=C(O)CSc1cnc2ccccc2n1	107	130	1	-6	-35	1.1	1.2	-8	-1	6
28	CC(C)N1C(=O)S/C(=C/c2ccc3c(c2)n(C)c(=O)n3C)C1=O	101	95	1.1	8	12	-0.021	0.4	-1	-6	-8
29	CCCC1CCC(c2ccc(C(=O)NN)cc2)CC1 (configuration not stated)	97	102	1	4	-4	-0.77	1	3	-4	-4
30	CC1(C(=O)NC2CCCCCCC2)CCC(=O)N1Cc1cccs1 (configuration not stated)	96	105	1	-4	2	x	1.1	4	-3	4
31	Cc1nc(NC(=O)c2ccccc2)nc2cc3c(cc12)OCO3	129*	110	0.8	-34	-9	x	1.6	-33	19	34
32	CC(=O)Nc1ccc(N2CCCC(C)C2)c([N+](=O)[O-])c1 (configuration not stated)	96	89	1	10	18	1.4	1.1	2	-3	-10
33	CCOc1ccc(NC(=O)Cn2nnc(C(=O)NCc3ccccc3OC)c2N)cc1	101	94	1.1	6	12	x	1.2	-2	-9	-5
34	COC(=O)N/N=C/c1cn(Cc2ccc(Cl)cc2Cl)c2ccccc12	92	99	1	-3	4	x	1.1	8	-4	3
35	COc1ccc(-c2csc(NC(=O)Cc3cccc4ccccc34)c2C(=O)O)cc1	110	106	1.1	8	2	0.58	1.2	-10	-6	-8
36	Cn1c(=O)c2c(nc(CN3CCN(c4cccc(Cl)c4)CC3)n2CCc2ccccc2)n(C)c1=O	97	106	x	-2	-5	-1.4	x	3	x	2
37	CCOC(=O)c1nnn(-c2nonc2N)c1COc1c(C=O)cccc1OC	94	101	1.1	-5	3	x	0.99	6	-7	5
38	Cc1ccc(N(CCC(=O)O)S(=O)(=O)c2ccccc2)cc1	92	89	1	-5	16	x	1.2	9	-1	5
39	COc1ccc(CNC(=O)/C=C/c2ccc(S(=O)(=O)N3CCOCC3)cc2)cc1	79	92	1	15	15	-0.08	0.96	22	-2	-15
40	CCN(CC(=O)NC(C)(C)C)C(=O)c1ccc2c(c1)S(=O)(=O)c1ccccc1C2=O	105	101	1	15	7	0.36	1.1	-5	-4	-15
41	COC(=O)C1=C(C)N=c2s/c(=C/c3ccoc3)c(=O)n2C1c1ccccc1 (configuration not stated)	110	84	1	18	22	-0.26	1.2	-10	-2	-18
42	COc1cccc(NC(=S)NC2CC3CCCC(C2)N3CC(C)C)c1 (configuration not stated)	99	106	1.1	-2	6	-0.29	0.89	0	-7	2
43	CCOC(=O)C1CCN(c2c([N+](=O)[O-])c(C(Cl)Cl)nn2-c2ccccc2)CC1	91	89	1	-13	17	x	1.4	10	-2	13
44	CCOc1cccc2cc(C(=O)Nc3nccs3)c(=O)oc12	101	101	0.5	8	3	0.45	1.9	-1	47	-8
45	COc1cccc(C(C(=O)NC2CCCC2)N(C(=O)c2ccco2)c2ccc(-n3cnnn3)c(C)c2)c1OC (configuration not stated)	106	112	1	19	-8	-0.33	0.91	-9	-2	-19
46	O=[N+]([O-])c1ccc(S(=O)(=O)N2CCN(Cc3c[nH]c4ccccc34)CC2)cc1	93	152*	1.1	x	-62	-2.7*	0.97	14	-8	x
47	O=C(NCCCn1ncc2ccccc21)c1cc(COc2c(F)cccc2F)on1	110	99	1.1	13	7	0.24	1.2	-10	-6	-13
48	C=C(C)Cn1c(=O)c(NC(=O)c2ccccc2)c2n(c1=S)CCC2	97	98	1	9	3	0.44	1.1	7	-4	-9
49	O=C(NC1CCCC1)C1CCN(S(=O)(=O)N2CCCCC2)CC1	99	100	1	2	5	0.34	1.2	1	-3	-1
50	Cc1ccc2nsnc2c1S(=O)(=O)N1CCCC1C(=O)O (configuration not stated)	107	105	1.1	2	-3	0.54	0.98	-10	-7	-2

# Overlap with the part before: five compounds; new compounds follow.
cpd	SMILES	STAT1 activator	STAT3 act	FLuc stim CS	APP transl inh	STAT3 inh	ROMK mod	NF-kB expr up	STAT1 inh	FLuc inh counter	APP 5'UTR act
46	O=[N+]([O-])c1ccc(S(=O)(=O)N2CCN(Cc3c[nH]c4ccccc34)CC2)cc1	93	152*	1.1	x	-62	-2.7*	0.97	14	-8	x
47	O=C(NCCCn1ncc2ccccc21)c1cc(COc2c(F)cccc2F)on1	110	99	1.1	13	7	0.24	1.2	-10	-6	-13
48	C=C(C)Cn1c(=O)c(NC(=O)c2ccccc2)c2n(c1=S)CCC2	97	98	1	9	3	0.44	1.1	7	-4	-9
49	O=C(NC1CCCC1)C1CCN(S(=O)(=O)N2CCCCC2)CC1	99	100	1	2	5	0.34	1.2	1	-3	-1
50	Cc1ccc2nsnc2c1S(=O)(=O)N1CCCC1C(=O)O (configuration not stated)	107	105	1.1	2	-3	0.54	0.98	-10	-7	-2
51	COc1ccc(Cn2c(CCC(=O)Nc3ccc(C)c(C)c3)nc3cccnc32)cc1	95	97	1	4	5	x	0.76	5	-4	-4
52	O=C(NCc1ccccn1)C1CCN(S(=O)(=O)N2CCCC2)CC1	93	91	1	-1	14	0.79	1.1	6	-3	1
53	CCOC(=O)c1c(NC(=O)Cn2cnc([N+](=O)[O-])n2)sc2c1CCCC2	97	101	1	13	0	-0.19	1.7	3	1	-13
54	Cc1cccc(C(=O)NNC(=O)c2ccc(Br)cc2)c1	105	102	1	-22	1	x	1.1	-8	-4	22
55	COc1ccc(N(CC(=O)Nc2ccc(S(=O)(=O)N3CCOCC3)cc2)S(=O)(=O)c2ccc(F)cc2)cc1	108	105	1	0	6	0.81	0.55	-10	-2	0
56	CCCN(CC#CC(O)(c1ccccc1)c1cccnc1)CCC (configuration not stated)	101	106	1.1	-23	0	0.15	x	-1	-5	23

# Full records, looked up by structure.
# CCOC(=O)C1CCN(c2c([N+](=O)[O-])c(C(Cl)Cl)nn2-c2ccccc2)CC1 in the list: STAT1 activator: 91; STAT3 act: 89; FLuc stim CS: 1; APP transl inh: -13; STAT3 inh: 17; ROMK mod: x; NF-kB expr up: 1.4; STAT1 inh: 10; FLuc inh counter: -2; APP 5'UTR act: 13
# Cc1cc(C(=O)NCCC2=CCCCC2)no1 in the list: STAT1 activator: 111; STAT3 act: 102; FLuc stim CS: 1; APP transl inh: -14; STAT3 inh: 1; ROMK mod: 0.71; NF-kB expr up: 1.8; STAT1 inh: -12; FLuc inh counter: -3; APP 5'UTR act: 14

# From PubChem BioAssay
